# High-throughput results: PubChem BioAssay, Sanford-Burnham Center for Chemical Genomics
# SENP7 block: SENP7 protease inhibition | Q9BQF6 | recombinant SENP7, Z-RLRGG-aminoluciferin luminescence, 40 min | inhibition, % at 5 µM | 330,000 tested, 1.5% active;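 active = inhibition above about 50% at the single test dose, limit read from the data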;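 also: plate controls were DMSO with enzyme for no effect and no enzyme buffer wells for full effect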
# Target sequence (Q9BQF6 706-1050 limits assumed): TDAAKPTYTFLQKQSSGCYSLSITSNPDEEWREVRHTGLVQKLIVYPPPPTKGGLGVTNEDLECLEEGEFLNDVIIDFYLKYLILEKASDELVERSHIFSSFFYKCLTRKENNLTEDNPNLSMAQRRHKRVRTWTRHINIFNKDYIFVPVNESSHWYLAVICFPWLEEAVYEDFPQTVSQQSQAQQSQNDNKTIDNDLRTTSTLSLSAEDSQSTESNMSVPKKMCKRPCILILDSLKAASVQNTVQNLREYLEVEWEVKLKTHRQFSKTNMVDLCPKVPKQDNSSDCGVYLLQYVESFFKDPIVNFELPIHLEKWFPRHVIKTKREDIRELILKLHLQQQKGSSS
# SENP8 block-1: SENP8 (human) protease inhibition; Q96LD8; recombinant SENP8, Nedd8 substrate fluorescence; inhibition, % at 20 µM; 360,000 tested, 0.64% active; AID 602440; in the data active = inhibition mostly above about 40%, no sharp cut-off; inactive = mostly below about 27%
# Target sequence (Q96LD8 whole entry, looked up): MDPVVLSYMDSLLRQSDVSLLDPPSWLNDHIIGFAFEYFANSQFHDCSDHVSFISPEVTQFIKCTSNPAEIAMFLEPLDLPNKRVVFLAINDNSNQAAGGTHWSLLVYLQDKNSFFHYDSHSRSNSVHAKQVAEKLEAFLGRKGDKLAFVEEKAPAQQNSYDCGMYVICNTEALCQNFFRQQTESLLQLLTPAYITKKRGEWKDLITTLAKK
# SENP1 FRET inh: blocks the human SENP1 SUMO protease catalytic domain; recombinant SENP1 catalytic domain, CyPet-SUMO1-YPet FRET cleavage; inhibition, % at 10 µM; 360,000 tested, 0.21% active; AID 624204;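 active = inhibition at least 30% at 10 µM, raw YFP signal under a set limit, fluorescence ratio 0.5 to 1.5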;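 also: 0% = enzyme with DMSO and 100% = no enzyme wells; some results filed as inactive read as strong as hits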
#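 System: Recombinant human SENP1 catalytic domain, His6-tagged | Incubation: Enzyme reaction for 50 min at room temperature, dark | Medium: Tris pH 8 with BME, BSA, NP40 and catalase | Also added: 25 nM SUMO1 FRET substrate | Compound: 10 µM single point, 0.5% DMSO | Measured by: FRET fluorescence in CFP and YFP emission channels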
# SENP6 inh: inhibitors of human SENP6 protease; inhibition, % at 10 µM; Q9GZR1; 330,000 tested, 1.8% active; Recombinant SENP6 catalytic domain, aminoluciferin luminescence;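 active = inhibition above about 50% at the single tested dose, limit read from the data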;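 also: plate controls were DMSO wells with enzyme for no effect and DMSO wells lacking enzyme for full effect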
# Target sequence (Q9GZR1 628-1112 limits assumed): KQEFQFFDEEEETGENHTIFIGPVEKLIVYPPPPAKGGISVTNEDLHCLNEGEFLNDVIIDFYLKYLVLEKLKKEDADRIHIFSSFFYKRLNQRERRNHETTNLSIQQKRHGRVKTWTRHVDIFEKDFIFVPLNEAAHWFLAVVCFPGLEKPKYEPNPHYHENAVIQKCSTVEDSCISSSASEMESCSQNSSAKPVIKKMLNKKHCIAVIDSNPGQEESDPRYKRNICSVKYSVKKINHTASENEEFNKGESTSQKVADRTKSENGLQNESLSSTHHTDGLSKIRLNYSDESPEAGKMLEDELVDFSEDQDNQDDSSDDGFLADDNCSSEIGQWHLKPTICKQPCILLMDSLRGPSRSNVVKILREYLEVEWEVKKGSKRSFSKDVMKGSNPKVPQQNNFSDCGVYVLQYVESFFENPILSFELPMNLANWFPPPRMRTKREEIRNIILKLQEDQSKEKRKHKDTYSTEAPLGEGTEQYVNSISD
# SENP8 block-2: inhibitors of human SENP8 protease | Q96LD8 | purified SENP8, Z-RLRGG-aminoluciferin cleavage, luminescence | inhibition, % at 10 µM | 330,000 tested, 1.2% active | AID 2540; in the data active = inhibition above about 50%
# Apaf-1 inh: blocks human Apaf-1 apoptosome activity. reconstituted apoptosome caspase-3 activity, DEVD-Rh110 fluorescence. inhibition, % at 20 µM. 330,000 tested, 0.71% active. AID 489030; active = inhibition of at least 40% at 20 µM;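 also: plate controls were DMSO wells for no effect and DEVD-CHO caspase inhibitor wells for full effect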
#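 Material: reconstituted apoptosome with Apaf-1, cytochrome c, caspase-9, procaspase-3, dATP; medium: pH 7.5 Hepes buffer with CHAPS, BSA, DTT; also added: cytochrome c and DEVD-Rh110 substrate; timing: 30 min plus 50 min, RT; signal: Rh110 fluorescence intensity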
# UBC13 polyUb: human UBC13 polyubiquitination inhibition. 330,000 tested, 0.47% active. AID 485273. P61088. inhibition, % at 20 µM. UBC13 polyubiquitin chain formation, TR-FRET; in the data active = inhibition above about 45%, passing the limit was not always enough
# APOBEC3G inh: inhibitors of human APOBEC3G DNA deaminase; inhibition, % at 20 µM; 330,000 tested, 0.28% active; recombinant A3G, ssDNA deamination FAM/TAMRA fluorescence; Q9HC16;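 active = inhibition of at least 40% at 20 µM, with no more than 30% in the related APOBEC3A deaminase screen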;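 also: plate controls were DMSO wells with A3G for no effect and wells lacking A3G enzyme for full effect; some compounds called inactive have numbers as strong as hits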
# Starred values were filed as active, the others as inactive; i = inactive; x = no result given.
SMILES,SENP7 block,SENP8 block-1,SENP1 FRET inh,SENP6 inh,SENP8 block-2,Apaf-1 inh,UBC13 polyUb,APOBEC3G inh
CCS(=O)(=O)N(CC(=O)Nc1cccc2ccccc12)c1ccc(OC)cc1,0,7,0,-13,4,-5,8,1
CCOc1ccccc1N(C(=O)CNC(=O)c1ccco1)C(C(=O)NC1CCCC1)c1ccncc1 (stereo not drawn),-11,0,2,-13,-9,4,-2,0
COc1cc(NC(=O)COc2c(C)cc(C)cc2[N+](=O)[O-])c(OC)cc1Cl,-5,1,2,11,1,7,7,-6
Cc1ccc(N2CC(C(=O)Nc3cccnc3)CC2=O)cc1Cl (stereo not drawn),-4,6,-1,-13,0,4,-2,-5
Cc1ccc(NC(=O)COC(=O)c2ccc(-n3cccn3)cc2)cc1C,-4,-14,-10,14,9,-13,-2,-7
CCCCN(C(=O)c1c(-c2ccccc2)noc1C)c1c(N)n(CCC)c(=O)[nH]c1=O,6,4,-1,-2,-7,1,0,-4
COc1ccc(S(=O)(=O)N(C)CC(=O)N2CCCCCC2)cc1OC,-16,22,-2,-5,-8,7,-6,1
O=C(Nc1cccc([N+](=O)[O-])c1)Nn1cnnc1,-2,4,0,-12,2,6,-6,-2
COc1cccc(/C=N/NC(=O)CCc2n[nH]c(=O)[nH]c2=O)c1O,0,-8,1,-8,-12,-3,4,-5
CCN(CC)CCN(C(=O)c1ccc2c(c1)OCCO2)c1nc2cc3c(cc2s1)OCO3,-6,-5,0,-3,2,22,6,-7
COc1ccc(OC)c(N/C(C)=C/C(=O)c2ccccc2)c1,2,26,0,7,-6,2,-6,-2
CC(C)S(=O)(=O)c1csc(NC(=O)Nc2ccc(Cl)cc2)c1,7,25,0,7,2,10,4,0
COc1ccccc1OCc1ccc(C(=O)N2CCN(C(=O)c3ccco3)CC2)cc1,4,15,2,9,4,1,3,-8
COc1ccc(S(=O)(=O)N2CCN(c3cnccn3)CC2)cc1,4,-499,-3,2,-3,-3,16,-1
COC(=O)C(C)N(c1ccc(C)cc1)S(=O)(=O)c1c(C)[nH]c(=O)[nH]c1=O (stereo not drawn),-9,9,-2,-14,-13,-13,0,-3
O=[N+]([O-])c1ccc(/C=N/Nc2ncc(-c3ccccc3)cn2)cc1,5,-4,-17,-7,1,15,-5,9
C=CCSc1nnc(-c2cnn(-c3ccccc3)c2-n2cccc2)n1C,1,22,1,8,10,8,-2,0
CCCCN(C)CCCNC(=O)CS(=O)Cc1nc(-c2ccc(OC)c(OC)c2)oc1C (stereo not drawn),9,22,1,13,-2,9,-3,4
S=C(NCc1ccc(Cl)cc1)NC12CC3CC(CC(C3)C1)C2,0,7,1,-10,2,2,8,-3
CCN(CC)S(=O)(=O)c1ccc(N2CCCC2)c(NC(=O)c2c(-c3ccccc3)noc2C)c1,10,15,-5,9,4,25,1,0

# Record cards, as listed above:
# Listed for CC(C)S(=O)(=O)c1csc(NC(=O)Nc2ccc(Cl)cc2)c1 = SENP7 block = 7; SENP8 block-1 = 25; SENP1 FRET inh = 0; SENP6 inh = 7; SENP8 block-2 = 2; Apaf-1 inh = 10; UBC13 polyUb = 4; APOBEC3G inh = 0
# Listed for CCN(CC)CCN(C(=O)c1ccc2c(c1)OCCO2)c1nc2cc3c(cc2s1)OCO3 = SENP7 block = -6; SENP8 block-1 = -5; SENP1 FRET inh = 0; SENP6 inh = -3; SENP8 block-2 = 2; Apaf-1 inh = 22; UBC13 polyUb = 6; APOBEC3G inh = -7
# Listed for COC(=O)C(C)N(c1ccc(C)cc1)S(=O)(=O)c1c(C)[nH]c(=O)[nH]c1=O (stereo not drawn) = SENP7 block = -9; SENP8 block-1 = 9; SENP1 FRET inh = -2; SENP6 inh = -14; SENP8 block-2 = -13; Apaf-1 inh = -13; UBC13 polyUb = 0; APOBEC3G inh = -3

# The list continues.
SMILES,SENP7 block,SENP8 block-1,SENP1 FRET inh,SENP6 inh,SENP8 block-2,Apaf-1 inh,UBC13 polyUb,APOBEC3G inh
O=C(O)CC1(CC(=O)Nc2ccccc2Br)CCCC1,11,29,1,-3,-16,3,-1,15
O=C(Nc1cccc(NC(=O)c2ccco2)c1)c1ccc2c(c1)OCO2,13,16,1,24,14,-7,13,-1
O=C(Nc1ccc(F)cc1)C1CCC(N2C(=O)c3ccccc3C2=O)CC1 (stereo not drawn),1,4,4,-10,2,-5,0,-1
Cn1cccc1/C=N/NC(=O)c1cccnc1,-3,10,0,-1,-3,-6,-2,-6
CC(=O)Nc1ccc(NC(=O)C2CCN(C(=O)C3CC(=O)N(c4ccc(C)cc4)C3)CC2)cc1 (stereo not drawn),-12,8,0,-22,2,-3,-1,-6
O=C(NCc1ccco1)c1cc(S(=O)(=O)N2CCOCC2)ccc1Br,-7,1,-1,-5,1,-7,2,-3
CSCCC(NC(=O)c1ccccc1)C(=O)OCC(=O)Nc1ccc(C)c(Cl)c1 (stereo not drawn),6,3,-1,-6,2,27,7,-1
N#CCCNS(=O)(=O)c1ccc(C(=O)OCC2CCCCC2)cc1,2,8,4,-14,6,16,6,-1
COc1cccc(N2CC(C(=O)N3CCC4(CC3)CC(=O)c3ccccc3O4)CC2=O)c1 (stereo not drawn),-4,-59,3,-7,-8,9,4,-4
O=C1N=C(N2CCCC2)S/C1=C\C=C\c1ccccc1,1,-86,-11,1,3,1,-6,-7
Cc1ccnc(NC(=O)c2cc(-n3cnnc3)ccc2Cl)c1,4,2,0,-1,-12,1,-6,-9
O=C(NC1CCCC1)C1CCN(c2cnccn2)CC1,-12,-56,0,-18,-10,15,1,-10
Cc1ccc(S(=O)(=O)N2CCC(C(=O)NN3CCCCC3)CC2)cc1,-9,9,1,3,-20,-4,-11,-8
COCCNC(=O)c1cccc(OC2CCN(Cc3ccccc3OCCO)CC2)c1,0,5,-1,-3,-5,-12,6,-6
Cn1c(NN)nc2sc3c(c2c1=O)CCC3,3,-1,-1,14,2,5,-12,20
CCOC(=O)Cc1c(C)nc2c(-c3ccccc3)c(-c3ccccc3)[nH]n2c1=O,-4,-297,-2,-14,-6,12,5,-5
COc1ccc(NC2=CC(=O)CC(c3ccccc3)C2)cc1 (stereo not drawn),2,2,1,-13,7,4,4,-5
COc1ccccc1CC(=O)NCc1ccc2c(c1)OCO2,-3,17,1,-10,-10,0,-13,-2
CCOc1ccc(CCNC(=O)C2CCCN(S(C)(=O)=O)C2)cc1OCC (stereo not drawn),0,21,5,8,-2,-3,-2,-6
CC(C)(C)c1ccc(CSc2ccc(S(=O)(=O)N3CCOCC3)cn2)cc1,-2,0,0,-1,2,-1,18,-11
COc1ccccc1Oc1nc2ccccn2c(=O)c1/C=C(\C#N)C(=O)Nc1c(C)n(C)n(-c2ccccc2)c1=O,7,-302,-23,-22,-10,-15,-10,-2
Cc1ccc(N2C(=O)c3n[nH]c(C)c3C2c2ccco2)cc1 (stereo not drawn),2,2,1,-2,6,-5,6,-7
Nc1ccc2c(c1)CCC2=O,1,-32,-41,-13,-7,-26,-6,-7
CCOc1ccc(-n2ccnc(SCC(=O)NC3CCCC3)c2=O)cc1,5,i,4,-11,-6,6,3,-4
COc1cccc(C=N[C@@H](CO)[C@@H](O)c2ccc([N+](=O)[O-])cc2)c1O,5,22,3,1,3,-11,0,-6
COc1ccc(CN2CCCC(C(=O)c3ccc(Cl)cc3)C2)cc1Cn1cccn1 (stereo not drawn),2,11,0,2,0,15,15,-13
O=C(c1ccccc1)N1C(=O)C(c2ccccc2)Oc2ccccc21 (stereo not drawn),0,22,2,-13,-8,12,-4,5
COc1ccc(-c2nnn(CC#N)n2)cc1OC,-10,11,1,-1,-8,3,-2,-7
CCN(CC(=O)N1CCOCC1)S(=O)(=O)c1ccc(F)cc1,-7,7,0,4,-5,3,-4,-1
CCCOc1ccc(-c2c(C(=O)N/N=C/c3ccccc3OCC)nnn2-c2nonc2N)cc1,2,-58,1,2,-1,17,-5,11
CC(=O)NS(=O)(=O)c1ccc(NS(=O)(=O)c2ccc3ccccc3c2)cc1,-8,17,3,-23,-6,3,-1,-9
COc1cccc(OCC(=O)NNC(=S)Nc2ccc(Cl)cc2Cl)c1,5,18,4,-15,-5,-5,-13,-14
CN1CCN(Cc2nc3ccccc3c(=O)n2Cc2nc(-c3cccc([N+](=O)[O-])c3)cs2)CC1,-5,18,-8,2,-7,11,5,0
Cc1cccc(C)c1NC1=NCCCCC1,-1,26,-1,27,1,-10,-1,3
O=c1[nH]c2cc3c(cc2cc1CN(Cc1cccnc1)C(=S)NCc1ccco1)OCCO3,10,-407,-6,-28,-1,10,1,-2
CCOC(=O)CNC1CC(=O)N(c2cccc(Cl)c2)C1=O (stereo not drawn),14,23,2,-2,-10,-9,-9,-2
Cc1cc(S(=O)(=O)N2CCOCC2)ccc1OCC(=O)NCC1CCCO1 (stereo not drawn),-2,10,-1,-17,-6,3,1,-8
COc1ccc(/C=N/Nc2nc(N3CCCC3)nc(N3CCCC3)n2)c(OC)c1OC,11,14,-2,5,-6,9,4,-3
CC(=O)Nc1ccc(NC(=O)Cc2sc(C)nc2-c2ccc(C)cc2)cc1,0,15,2,5,2,11,-11,12
CC1(C)N([O-])C2=C(CCCC2)[N+]1=O,0,9,4,-7,-5,2,-12,8

# Taken from above:
# `COc1cccc(OCC(=O)NNC(=S)Nc2ccc(Cl)cc2Cl)c1` | UBC13 polyUb: -13
# `CC1(C)N([O-])C2=C(CCCC2)[N+]1=O` | SENP7 block: 0

# Remaining list, next part.
SMILES,SENP7 block,SENP8 block-1,SENP1 FRET inh,SENP6 inh,SENP8 block-2,Apaf-1 inh,UBC13 polyUb,APOBEC3G inh
O=c1cc[nH]c2cc(Cl)ccc12,5,10,0,0,0,2,-8,-4
O=C(NC1CC1)C1C2C3C4CC5C3C5C4C12 (stereo not drawn),4,9,3,-10,6,-18,7,-6
Cn1c(CNC(=O)c2ccco2)nnc1SCC(=O)Nc1c(F)cc(F)cc1Br,1,0,-4,-15,-1,-3,-10,-3
COC(=O)c1[nH]c2ccc(C)cc2c1NC(=O)CN1CCc2cc(OC)c(OC)cc2C1,-3,-386,-4,7,-1,8,14,3
COc1ccc(-c2ccnc(SCC(=O)c3ccc(Cl)cc3)n2)cc1,-3,23,3,-17,-12,16,-5,-4
COc1ccccc1/C=N/Nc1nncc2ccccc12,37,1,4,43,20,6,-6,-2
O=C(c1cc(-c2ccc(Cl)cc2Cl)on1)N1CCOCC1,-9,13,1,62*,47,-13,-12,-2
Cc1nnc(SCC(=O)NC(=O)NC2CCCC2)n1N,9,31,2,-4,-3,4,-5,-1
COC(=O)C1=C(NC(=O)c2cccc(OC)c2)CCS1,-1,-53,-10,-9,5,3,6,0
COc1ccc(OCc2cccc(C(=O)N3CCCC3)c2)cc1,-6,29,1,-11,-11,11,-3,-7
CC(C)=CCc1c(-c2ccc(O)cc2O)oc2c3c(cc(O)c2c1=O)OC(C)(C)C=C3,6,x,x,2,-7,10,17,19
CCOC(=O)/C=C1\SCC(=O)N1CC(=O)NCCOC,4,9,3,-2,-7,-2,2,-1
CCOc1ccc(CN2CCN(Cc3cnc(-c4ccccc4)s3)CC2CCO)cc1 (stereo not drawn),8,25,-2,-1,1,-1,-4,-6
O=C(Nc1cccc(-n2cnnn2)c1)c1cc(Cl)ccc1Cl,2,5,0,7,-7,-2,12,-6
Cc1ccc(C)c(NC(=S)NC23CN4CN(CN(C4)C2)C3)c1,10,10,-1,3,2,-4,-1,-10
Cc1ccc(CNC(=O)c2ccc3c(=O)n(CCCN4CCCC4=O)c(=S)[nH]c3c2)cc1,4,7,4,7,2,17,21,-3
CCOc1ccc(C(=O)NCCc2cnc[nH]2)cc1,-1,19,1,5,-2,3,3,-3
COC(=O)c1ccc(Cl)c(S(=O)(=O)N2CCCC2)c1,10,9,2,-2,1,5,5,-5
CCc1nnc(NC(=S)Nc2ccccc2)s1,-4,8,3,9,-6,-1,14,-2
